Screening data (PubChem BioAssay)
TAAR1 agonist – human TAAR1 agonism. CHO RD-HGA16 TAAR1, Fluo-8 calcium fluorescence; vehicle wells 0%, saturating PEA agonist 100%. activation, % at 3 µM. AID 624467. 0.99% of 360,000 active;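 active = activation above the mean activation of all test compounds in the run plus 3 SD, cut at about 38% in these data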
Target sequence (Q96RJ0 whole entry, looked up): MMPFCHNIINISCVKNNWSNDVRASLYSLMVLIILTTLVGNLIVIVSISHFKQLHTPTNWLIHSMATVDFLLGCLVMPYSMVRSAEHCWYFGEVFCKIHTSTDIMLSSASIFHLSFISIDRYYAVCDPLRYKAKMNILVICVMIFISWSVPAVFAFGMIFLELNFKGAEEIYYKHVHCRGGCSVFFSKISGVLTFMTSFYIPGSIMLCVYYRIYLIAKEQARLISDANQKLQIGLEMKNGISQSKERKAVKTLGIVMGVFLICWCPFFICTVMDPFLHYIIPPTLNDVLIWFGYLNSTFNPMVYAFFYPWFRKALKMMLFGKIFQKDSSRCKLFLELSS
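Assay system – CHO-derived RD-HGA16 cells with stable Gα16 and human TAAR1 · Compound dosing – one-point dosing at 3 µM (nominal) · Incubation – 17-24 h seeding, 75 min 37 °C dye, 30 min RT · Measured by – kinetic Fluo-8 calcium fluorescence · Control set – DMSO vehicle as 0%, PEA at EC100 as 100% · Repeats – single well for each compound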
TAAR1 antag – human TAAR1 antagonism; Q96RJ0; CHO RD-HGA16 TAAR1, Fluo-8 calcium fluorescence, antagonist; inhibition, % at 3 µM; 1.5% of 360,000 active;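 active = inhibition above a per-plate cutoff, the mean inhibition of test compounds on that plate plus 3 SD, cut at about 49% in these data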;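 also: 0% = DMSO plus EC80 beta-PEA response and 100% = DMSO alone without agonist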
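Test system: hTAAR1-expressing CHO RD-HGA16 cells, Gα16-coupled; Probe or stimulus: EC80 β-phenethylamine stimulus; Compound dosing: single nominal final test compound concentration of 3 µM; Timing: 140 s kinetic read after compound, 140 s after agonist; Signal: Fluo-8 calcium-sensitive fluorescence; Measure: % inhibition of agonist calcium response; Controls: DMSO and EC80 PEA controls.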
CRFBP-R2 block – antagonists of CRF-binding protein/CRF-R2 receptor complex; HEK293 CRF-R2/CRF-BP, CRF-induced calcium fluorescence; 0.59% of 350,000 active; inhibition, % at 11.8 µM; AID 588475;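 active = inhibition of the ligand-induced calcium signal above about 50% at the single tested concentration, limit read from the data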
CHRM4 PAM – potentiates acetylcholine response at human M4 receptor | P08173 | CHO-K1 hM4/Gqi5, Fluo-8 calcium fluorescence, ACh EC20; 0% = ACh EC20, 100% = maximal ACh | activation, % at 3 µM | 0.4% of 360,000 active | AID 624126;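 active = activation above its plate's cutoff, the mean activation of sample wells plus 3 SD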; also: some results filed as inactive read as strong as hits
CRFBP-R2 agonist – agonists of human CRF-binding protein/CRF-R2 receptor complex. HEK293 CRF-R2/CRF-BP, calcium dye fluorescence (FLIPR); percent of saturating CRF peptide response. activation, % at 13.2 µM. 0.46% of 350,000 active;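 active = activation of at least 50%, plus an integration ratio under a set limit after plate pattern correction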;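 also: plate controls were neutral control wells without compound for no effect and CRF at EC100 for full effect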
CHO-K1 Ca PAM – counter-screen for M1 PAMs: effect in parental CHO-K1 cells | activation, % at 3 µM | 0.02% of 360,000 active | ATP EC20, Fluo-8 calcium fluorescence; 0% at ATP EC20, 100% at ATP max;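 active = activation above the run cutoff, the mean activation of all test compounds plus 3 SD, cut at about 40% in these data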;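 also: peak over basal fluorescence ratio in a 140 s read after ATP addition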
M5 PAM – potentiates acetylcholine response at human M5 receptor; AID 624038; activation, % at 3 µM; 0.3% of 360,000 active; P08912; CHO-K1 hM5, Fluo-8 calcium, ACh EC20 PAM; 0% = ACh EC20, 100% = ACh EC100;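 active = activation above the run cutoff, the mean activation of all test compounds plus 3 SD, cut at about 18% in these data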
Target sequence (P08912 whole entry, looked up): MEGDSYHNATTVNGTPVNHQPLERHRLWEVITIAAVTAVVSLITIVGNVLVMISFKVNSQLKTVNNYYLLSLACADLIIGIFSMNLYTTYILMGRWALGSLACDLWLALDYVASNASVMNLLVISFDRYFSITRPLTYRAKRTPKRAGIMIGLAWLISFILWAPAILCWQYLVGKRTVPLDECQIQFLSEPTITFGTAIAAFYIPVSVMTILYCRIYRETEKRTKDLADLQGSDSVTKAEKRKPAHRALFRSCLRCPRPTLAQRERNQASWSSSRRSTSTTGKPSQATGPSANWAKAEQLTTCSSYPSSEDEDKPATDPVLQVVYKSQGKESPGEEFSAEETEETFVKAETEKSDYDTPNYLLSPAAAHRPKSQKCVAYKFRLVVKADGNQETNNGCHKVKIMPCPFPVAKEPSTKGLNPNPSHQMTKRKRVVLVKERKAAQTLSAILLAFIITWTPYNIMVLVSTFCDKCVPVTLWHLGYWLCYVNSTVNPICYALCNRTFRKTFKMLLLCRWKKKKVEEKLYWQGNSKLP
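Probe or stimulus: acetylcholine, EC20 level; Assay system: human M5 receptor in CHO-K1 cells; Schedule: compound preincubation 140 s before EC20 acetylcholine addition; Technique: intracellular calcium via Fluo-8 fluorescence; Dosing: single-point, 3 µM nominal; Read-out basis: percent activation from peak-over-basal fluorescence ratio, scaled EC20-to-EC100 acetylcholine; Repeats: one well per compound, no replicates.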
CHRM5 agonist – CHRM5 agonism in calcium assay; P08912; AID 624037; activation, % at 3 µM; 0.19% of 360,000 active; CHO-K1 hM5 cells, Fluo-8 calcium fluorescence; 0% DMSO wells, 100% maximal acetylcholine response;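 active = activation above the run's mean over test compounds plus 3 SD, cut at about 23% in these data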;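 also: signal is peak over basal fluorescence ratio across the kinetic read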
M5 antag – CHRM5 antagonism in calcium assay; inhibition, % at 3 µM; 0.59% of 360,000 active; CHO-hM5 cells, Fluo-8 calcium fluorescence, ACh EC80; AID 624040; P08912;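 active = inhibition above a per-plate cutoff, the mean of that plate's test compounds plus 3 SD, cut at about 27% in these data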;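 also: 0% = acetylcholine EC80 with DMSO and 100% = DMSO without agonist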
An asterisk follows results filed as active; / = no result given; & = joins results of further samples.

SMILES | TAAR1 agonist | TAAR1 antag | CRFBP-R2 block | CHRM4 PAM | CRFBP-R2 agonist | CHO-K1 Ca PAM | M5 PAM | CHRM5 agonist | M5 antag
COc1ccc(C(=O)Nc2cc(OC)nc(OC)n2)cc1 | 3 | -16 | -21 | 13 | -0.6 | 3 | 2 | 4 | -2
CC(C)(C)c1ccccc1NC(=O)Nc1nc(C(N)Cc2ccc(F)cc2)cs1 (centres undefined) | 28 | 28 | / | 5 | / | -14 | 3 | 4 | 7
O=C(/C=C/c1cccc(Br)c1)OCC(=O)N1CCN(c2ccccc2)CC1 | 0 | 2 | 14 | 0 | -2.6 | 13 | -1 | 2 | 1
COc1ccc(Cn2c(=S)[nH]c3cc(C(=O)N4CCCCC4)ccc3c2=O)cc1 | 3 | -3 | 4 | 0 | -0.2 | 5 | 0 | -3 | 10
OCc1cccc(Nc2ncnc3sc4c(c23)CCCCC4)c1 | 4 | -18 | -11 | 3 | -0.2 | 6 | 0 | 0 | 0
Cc1nc(Oc2ccc(Cl)cc2)c2oc3ccccc3c2n1 | 14 | 9 | -14 | 9 | -0.5 | 3 | -1 | 1 | 6
COc1ccc(Br)c(C(=O)OCC(=O)N2CCC(Cc3ccccc3)CC2)c1 | 1 | 29 | -6 | 3 | 1.9 | 5 | -15 | -2 | 3
O=C1Nc2ccc(S(=O)(=O)N3CCCC3C(=O)O)c3cccc1c23 (centres undefined) | 1 | -18 | -5 | 10 | 6.4 | 5 | -3 | 1 | 3
CC(C)(C)c1nnc(NS(=O)(=O)c2ccc([N+](=O)[O-])cc2)s1 | 0 | -6 | 7 | -2 | -3.1 | 12 | 2 | -2 | 6
CCCN1C(=O)/C(=c2\sc3nc(=O)c(Cc4ccc(C)cc4)nn3c2=O)c2ccccc21 | 7 | -12 | -2 | 9 | -0.6 | 15 | 4 | 0 | -9
COCCn1c(=S)[nH]c2cc(C(=O)NCCc3ccc(OC)c(OC)c3)ccc2c1=O | 5 | 8 | -2 | 4 | -1.3 | 14 | -5 | -3 | 11
Cc1cc(O)ccc1NC1=CC(=O)CC(C)(C)C1 | 1 | -12 | 21 | -6 | -1.9 | 19 | 0 | 1 | -1
COc1ccc(C(=O)Nc2cc(C)cc(C)c2)cc1S(=O)(=O)N1CCOCC1 | 1 | 0 | -2 | 2 | -1.2 | 4 | 7 | -7 | -6
CCOC(=O)C1=CCC2C(=O)N(C3CCCCC3)C(=O)C12 (centres undefined) | 0 | 2 | / | -2 | / | -3 | 0 | 3 | 2
COc1ccccc1/C=C/C=N/n1c(-c2ccc(Cl)cc2Cl)n[nH]c1=S | -2 | -10 | 13 | -4 | -0.6 | 14 | -4 | 1 | 1

Reprinted at random: 3 compounds from above
SMILES | TAAR1 agonist | TAAR1 antag | CRFBP-R2 block | CHRM4 PAM | CRFBP-R2 agonist | CHO-K1 Ca PAM | M5 PAM | CHRM5 agonist | M5 antag
COc1ccc(Cn2c(=S)[nH]c3cc(C(=O)N4CCCCC4)ccc3c2=O)cc1 | 3 | -3 | 4 | 0 | -0.2 | 5 | 0 | -3 | 10
Cc1nc(Oc2ccc(Cl)cc2)c2oc3ccccc3c2n1 | 14 | 9 | -14 | 9 | -0.5 | 3 | -1 | 1 | 6
COc1ccc(C(=O)Nc2cc(C)cc(C)c2)cc1S(=O)(=O)N1CCOCC1 | 1 | 0 | -2 | 2 | -1.2 | 4 | 7 | -7 | -6

Remaining list, next part:
SMILES | TAAR1 agonist | TAAR1 antag | CRFBP-R2 block | CHRM4 PAM | CRFBP-R2 agonist | CHO-K1 Ca PAM | M5 PAM | CHRM5 agonist | M5 antag
CCC(C)[C@H](NC(=O)C1CC(=O)N(c2ccc(OC)cc2)C1)C(=O)N1CCCCC1 (some centres undefined) | 0 | -35 | 5 | 3 | 0.1 | 32 | 5 | -2 | -6
CC1CCCN(S(=O)(=O)c2ccc(S(=O)(=O)N3CCC4(CC3)OCCO4)cc2)C1 (centres undefined) | 6 | 0 | -4 | 8 | 0.9 | 14 | 10 | 4 | -7
COc1ccc2c(c1)C(=O)N(c1ccccc1OC)C(=O)C2 | 19 | -14 | 0 | 6 | 14 | 20 | 4 | 1 | -4
O=C(COC(=O)c1ccc(S(=O)(=O)N2CCCC2)cc1)NCc1ccccc1 | -2 | -17 | -12 | 3 | 0.3 | 17 | -5 | -3 | 0
Cc1cccc(NC(=O)c2cccc(S(=O)(=O)N3CCCCC3)c2)c1 | -1 | 2 | -3 | -2 | -1.5 | 6 | -4 | -2 | 3
S=C(Nc1ccc(Nc2ccccc2)cc1)Nc1ccccn1 | 10 | 13 | 20 | -5 | -3.3 | 13 | -7 | 0 | 10
CCOC(=O)N1CCN(Cc2nc3cc([N+](=O)[O-])ccc3n2C)CC1 | -1 | -18 | 5 | -3 | -0.4 | -9 | 0 | -4 | -1
O=C(O)C1CC=CCC1C(=O)Nc1ccccc1 (centres undefined) | 3 | -20 | -24 | -10 | -0.5 | -6 | -6 | 2 | 4
COc1cccc(C2=CC(=O)C[C@H](c3ccc(OC)c(OC)c3)C2)c1 | 7 | 46 | -1 | -2 | -0.6 | -3 | -14 | -1 | 10
CCOC(=O)CC(=O)CSc1nc2c(sc(=S)n2-c2ccc(OCC)cc2)c(=O)[nH]1 | -2 | -16 | 36 | 4 | 0.7 | 0 | -5 | 3 | 2
O=C(NCc1cccnc1)c1[nH]c(C(F)(F)F)nc1-c1ccccc1 | 1 | -6 | / | 9 | / | 21 | 7 | 3 | -5
COc1ccc(C(=O)NC2CCCc3ccccc32)c(OC)c1OC (centres undefined) | 7 | -7 | 12 | -3 | -2.2 | -6 | -6 | -3 | 10
CC(=O)c1cccc(NC(=O)c2cccc(N3C(=O)c4ccccc4C3=O)c2)c1 | 10 | 41 | -10 | 0 | 1.7 | -4 | 2 | -3 | -8
O=c1nc(N2CCCCC2)nc(Nc2ccccc2)[nH]1 | 66* | 69* | 11 | 0 | -1.2 | 28 | 1 | 1 | 4
COc1ccc(N(C(=O)c2ccncc2)S(=O)(=O)c2cccc([N+](=O)[O-])c2)cc1 | -1 | -14 | 3 | -6 | -0.2 | -1 | -5 | -2 | 12
O=C(CSc1ncnc2ccccc12)NCC(=O)c1ccccc1 | 1 | -1 | -3 | -9 | -0.2 | 1 | -5 | -1 | 13
Fc1ccc(-c2csc(N3CCSCC3)n2)cc1 | 6 | -19 | -10 | -1 | -2.0 | 0 | 3 | -1 | -11
Cc1ccccc1C(=O)N1CCC2CC1c1cc(-c3ccc(F)cc3)ccc12 (centres undefined) | 0 | 59* | -9 | -10 | 1.9 | 7 | -5 | 0 | 1
CCC(CC)C(=O)N(C)c1c(C)nc2c(OCCC3CCCCC3)cccn12 | 15 | 4 | / | -8 | / | 7 | -4 | -2 | 6
Cc1ccccc1C(=O)N1CCC(C(=O)NC2CCCC2)CC1 | 4 | -5 | 6 | 2 | 0.9 | 12 | -3 | -3 | 9
Cc1cc(OCC(O)CN2CCc3ccccc3C2)cc(C(C)C)c1 (centres undefined) | 1 | -2 | -8 | -13 | -2.0 | -9 | -4 | -5 | 7
Cc1nc2ccccn2c1C(=O)NN=C1C2CC3CC(C2)CC1C3 | 9 | -6 | 6 | 3 | -2.6 | 4 | -7 | -3 | 2
N#Cc1c2c(nc(N)c1-c1ccccc1)CCCCC2 | 0 | -1 | -55 | 1 | 6.3 | 7 | 0 | -10 | -2
O=C(Cn1cc(C(=O)C2CC2)c2ccccc21)NCC1CCCO1 (centres undefined) | 13 | -15 | 14 | -3 | 0.3 | -3 | -7 | -4 | 0
O=C(CSc1ccc2ccccc2n1)Nc1nsc(-c2ccc(Cl)cc2)n1 | -1 | -14 | 23 | 19 | 9.3 | -6 | 11 | -2 | -4
COc1ccc(-c2ccc(N(C)C)cc2)cc1[C@H]1[C@H]2C=CC[C@@H](C)[C@@H]2C(=O)N1Cc1ccccc1 | 1 | -22 | -8 | 3 | -0.6 | -10 | 1 | 3 | 4
COC(=O)c1ccc(NC(=O)CSc2nnc(CNc3ccc(F)cc3)n2C)cc1 | -2 | 8 | 1 | 8 | 0.8 | 14 | 0 | 0 | -2
COC(=O)c1c(NC(=O)CSc2nc3ccccc3c(=O)n2-c2ccccc2)sc(C)c1C | 3 | -10 | -10 | 2 | 1.2 | 5 | -3 | -2 | -2
O=C1NC(Cc2ccccc2)c2nc3cc(F)c(F)cc3c(=O)n2-c2ncccc21 (centres undefined) | 0 | 11 | 2 | 6 | -1.6 | 18 | -3 | -1 | 0
O=C(CN1C(=O)NC2(CCCC2)C1=O)Nc1nc(-c2ccc(F)cc2)cs1 | 24 | 51* | -58 | -6 | -1.9 | 13 | -8 | 4 | 4
O=C(CNC(=O)c1[nH]cnc1C(=O)NC(c1ccccc1)c1ccccc1)OCc1ccccc1 | 10 | 68* | -2 | -5 | 0.6 | -9 | -22 | -2 | 9
O=S(=O)(NCC1CCCO1)c1cccc(C(F)(F)F)c1 (centres undefined) | 4 | -10 | -11 | -1 | -1.8 | 23 | -10 | -10 | 3
CCn1c(CSc2nc3ccccc3n2C)nc2ccccc21 | 7 | 14 | 11 | -2 | -1.5 | 18 | -3 | 1 | 2
COC(=O)c1ccc(CN2CCC(CO)(Cc3ccc(OC)cc3)CC2)cc1 | 1 | -3 | -2 | -33 | 3.5 | -13 | -13 | -17 | 9
CN(C(=O)c1ccc2c(c1)OCO2)C1(C(=O)NC2CCCCC2)CCCCC1 | 20 | -3 | 3 | 1 | 1.0 | -4 | -6 | -6 | 5
O=C1CC(N2CCN(c3ccc(F)cc3)CC2)C(=O)N1c1ccc2c(c1)OCO2 (centres undefined) | 4 | 12 | 13 | 5 | 0.4 | 16 | -2 | -1 | 6
O=C1CC(c2ccccc2)CC(O)=C1C=NCc1ccco1 (centres undefined) | 2 | -2 | 1 | 2 | -0.4 | 14 | 4 | -2 | -3
C=CCn1cccc(C(=O)Nc2cc(OC)cc(OC)c2)c1=O | 6 | 0 | 49 | -9 | -3.8 | 10 | -1 | -2 | 7
CCc1ccc(/C=N/NC(=O)c2cc(-c3cccc([N+](=O)[O-])c3)n[nH]2)cc1 | 0 | -5 | -21 | -6 | 0.6 | -28 | 2 | 2 | 3
Cc1ccc2c(c1)[nH]c1c(=O)n(Cc3ccccn3)cnc12 | 7 | 3 | -36 | -1 | -5.7 | 3 | 0 | -2 | 1
CCCc1c(C)nc(N2CCN(c3ccccc3OC)CC2)[nH]c1=O | 3 | -26 | 4 | 1 | 0.8 | 13 | -8 | -1 | 13
Cc1ccc([N+](=O)[O-])c(NC(=O)COC(=O)CCNS(=O)(=O)c2cccs2)c1C | 0 | -7 | 14 | 5 | -1.8 | 5 | 4 | 1 | -5
COc1ccccc1OCC(=O)O | 7&10 | -11&-4 | 3&-6 | 12&18 | -1.9&-1.7 | 5&3 | 1&3 | -3&-2 | -6&-9
